# High-throughput results as filed in PubChem.
# TDP1 inh = TDP1 (human) enzyme inhibition. recombinant TDP1, AlphaScreen DNA substrate cleavage. Potency, µM (titrated, usually from 130 µM), without a hit: at the highest dose activity change, negative = inhibition, actives largely listed as inhibitors. hit rate 0.28% among 350,000. AID 485290; also: nearly all actives have a fitted effect of over 40% in size
# Target sequence (Q9NUW8 whole entry, looked up): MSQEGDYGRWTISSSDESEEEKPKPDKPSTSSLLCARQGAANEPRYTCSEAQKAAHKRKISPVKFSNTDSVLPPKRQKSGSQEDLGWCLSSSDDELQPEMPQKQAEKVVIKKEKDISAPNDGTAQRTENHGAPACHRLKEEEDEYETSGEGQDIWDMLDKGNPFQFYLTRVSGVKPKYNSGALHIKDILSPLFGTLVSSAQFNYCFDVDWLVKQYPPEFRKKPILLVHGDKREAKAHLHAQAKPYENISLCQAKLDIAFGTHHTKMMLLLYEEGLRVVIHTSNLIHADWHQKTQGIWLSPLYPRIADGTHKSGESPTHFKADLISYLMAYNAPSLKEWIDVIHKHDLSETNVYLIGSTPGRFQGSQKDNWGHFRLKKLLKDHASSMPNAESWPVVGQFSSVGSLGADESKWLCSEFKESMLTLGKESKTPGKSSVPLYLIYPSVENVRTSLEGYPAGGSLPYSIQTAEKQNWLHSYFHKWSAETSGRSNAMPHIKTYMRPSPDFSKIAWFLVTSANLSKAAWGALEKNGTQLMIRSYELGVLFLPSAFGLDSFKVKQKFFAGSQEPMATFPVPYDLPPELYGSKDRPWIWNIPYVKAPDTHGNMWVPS
#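 Recombinant human Tdp1 (E. coli-expressed, 1 nM final) preincubated with compounds 15 min at room temperature, then 5'-biotin/3'-phosphotyrosine-FITC DNA substrate (15 nM final) added for 5 min. AlphaScreen beads (10 ug/ml final) added 10 min; cleavage lowers signal.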
# DT40 TDP1 no CPT = qHTS for Inhibitors of human tyrosyl-DNA phosphodiesterase 1 (TDP1): qHTS in cells in absence of CPT; hit rate 15% among 420,000; DT40 Tdp1-/- hTDP1 cells, no CPT, ATP luminescence, 48 h; Potency, µM (titrated, usually from 46.2 µM), for inactives: at the highest dose activity change, negative = growth inhibition, hits mostly inhibitors; also: nearly all actives have a fitted effect of over 55% in size
#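 Growth of hTDP1-complemented DT40 Tdp1-knockout cells is measured by ATP luminescence after at least 48 hr compound exposure at 37 °C, with DMSO substituting for the 20 nM CPT used in the parallel screen.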
# N370S GC mod = inhibits or activates N370S mutant glucocerebrosidase; Potency, µM (highest dose often 59.4 µM), without a hit: at the highest dose activity change, negative = inhibition, usual class: inhibitors; hit rate 0.092% among 330,000; AID 2101; N370S GC spleen homogenate, 4MU-glucoside fluorescence; P04062;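 also: 0% = full enzyme activity and -100% = no enzyme basal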
# Active calls of the source: *; u = inconclusive; x = no result given; & = joins results of further samples; [ ] = dose if it differs, or a comment. Calls follow the shape of the dose curve; as a rule, active = well fitted curve in the direction sought with a large enough effect; inconclusive = small, poorly fitted or top-dose-only effect, or another doubt; inactive = no such curve, though single readings can be large; an effect the other way counts as inactive or inconclusive. Unless noted, % is scaled to controls: 0 for no effect and ±100 for the full control effect; potency is read from the fitted curve at half-maximal effect.
# Second line of a record – TDP1 inh | DT40 TDP1 no CPT | N370S GC mod
O=C1C2C3CC(C(Br)C3Br)C2C(=O)N1CC1CCCO1 (configuration not stated)
→ x | -5.2% | 0.7%
Cc1ccc(NC(=O)c2c(C)oc3ccc(O)c(CN4CCCC4)c23)c(C)c1
→ -9.8% | u | x
CCOC(=O)c1ccn(-c2nc(-c3ccco3)cc(C(F)(F)F)n2)n1
→ 4.3% | u | 8.0%
NC(=O)c1ccc(C(=O)N/N=C/c2cccc(Oc3ccccc3)c2)cc1
→ 3.9%[56.1 µM] | 3.6% | -0.4%
Cc1ccc(N2CN(CCC3=CCCCC3)CNC2=S)cc1
→ 5.1% | u | -9.6%
O=C1N(CN2CCN(Cc3ccccc3)CC2)c2ccccc2C12OCCCO2
→ 5.9% | -10.3% | 2.4%
CCOC(=O)CC(=O)CSc1nc(C)nc2c1oc1ccccc12
→ 0.5% | 5.8% | 31.4%
O=C(Nc1ccc2c(c1)OCO2)c1nn(-c2ccccc2)c(=O)c2ccccc12
→ 4.5% | u | 6.1%
CCCCNC1CCS(=O)(=O)C1 (configuration not stated)
→ 6.6% | -21.1% | -2.6%
COc1cccc(-c2cc(C(=O)NCCc3ccccc3)no2)c1
→ -1.3% | -8.1% | -1.8%
CCN(CC)S(=O)(=O)c1ccc(N2CCN(C)CC2)c(NC(=O)c2cc(=O)c3ccccc3o2)c1
→ x | u | -3.3%
CCN(CC)C(=O)c1sc2c(c1C)c(=O)n(-c1ccc(Cl)c(Cl)c1)c(=O)n2CC(=O)Nc1cccc(OC)c1
→ -2.5% | -7.8% | x
O=C(NCc1ccco1)c1cc2ccccc2c(=O)o1
→ x | -15.1% | 5.6%
O=C(Oc1ccc(-n2cnnn2)cc1)c1ccccc1
→ -2.4% | u | 6.9%
COc1cccc2sc(N3CCN(C(=O)c4cccs4)CC3)nc12
→ -10.1% | -24.0% | -8.3%

# Grouped by structure: those above containing a thiophene ring, fused or not (2)
# Second line of a record – TDP1 inh | DT40 TDP1 no CPT | N370S GC mod
CCN(CC)C(=O)c1sc2c(c1C)c(=O)n(-c1ccc(Cl)c(Cl)c1)c(=O)n2CC(=O)Nc1cccc(OC)c1
→ -2.5% | -7.8% | x
COc1cccc2sc(N3CCN(C(=O)c4cccs4)CC3)nc12
→ -10.1% | -24.0% | -8.3%

# Profiles from above. Values in the order: TDP1 inh	DT40 TDP1 no CPT	N370S GC mod
# O=C(NCc1ccco1)c1cc2ccccc2c(=O)o1 across the screens: x	-15.1%	5.6%
# CCOC(=O)c1ccn(-c2nc(-c3ccco3)cc(C(F)(F)F)n2)n1 across the screens: 4.3%	u	8.0%
# NC(=O)c1ccc(C(=O)N/N=C/c2cccc(Oc3ccccc3)c2)cc1 across the screens: 3.9%[56.1 µM]	3.6%	-0.4%

# More entries.
# Second line of a record – TDP1 inh | DT40 TDP1 no CPT | N370S GC mod
C=CCN(CC=C)C(=S)NC(=O)/C=C/c1ccc(C)cc1
→ 0.0% | u | 5.5%
COc1ccc(C[C@@H]2CN3C(=NC[C@@H]3C)N2CCNC(=O)c2ccc(C)c(Br)c2)cc1
→ 3.8% | 13µM* | -4.1%
CCCCCCOc1ccc(C(=O)O)cc1
→ 0.0% | 13.8% | 7.1%
CN(C)/C=N/c1c(C#N)cnn1-c1ncnc2sc(-c3ccccc3)cc12
→ 2.9% | 18.4µM* | 4.3%
CCC(=O)OC1(C)C(=O)C2=COC(c3ccc(OC)cc3)=CC2=C(Br)C1=O (configuration not stated)
→ -2.5%&-11.8% | -23.3% | 3.3%&-20.7%
Cc1ccc(Cl)cc1N1CCN(C(=O)c2cc(S(=O)(=O)N3CCCC3)cn2C)CC1
→ -5.2% | 23.1µM* | x
Cc1ccc(C)c(N2C(=O)CC(Cc3ccc(Cl)cc3)C2=O)c1 (configuration not stated)
→ 0.3% | u | -3.1%
Cc1c(Cl)cccc1NC(=S)NCCc1ccc(Cl)cc1
→ x | u | 0.7%
CCN(CC)S(=O)(=O)c1cc(C(=O)Nc2ccncc2)ccc1Cl
→ 4.1% | 15.8µM* | -1.8%
COc1cccc(/C=N/NC(=O)c2[nH]nc3c2CCc2ccccc2-3)c1O
→ 0.6% | 2.91µM* | 9.5%
CCOC(=O)CN1C(=O)C(CC)Oc2ccc(Cl)cc21 (configuration not stated)
→ 1.9% | -10.2% | -0.3%
O=[N+]([O-])c1ccc(COc2ccc(-c3[nH]ncc3-c3ccc(Cl)cc3)c(O)c2)cc1
→ 5.6% | 23.1µM* | -15.0%
N#C/C(=N\Nc1ccccc1)C(=N)N1CCCCCC1
→ 4.1% | -20.9% | -16.1%
Nc1ncnc(Sc2ccc(Cl)cc2)c1[N+](=O)[O-]
→ 2.2% | 5.8µM* | -5.1%
O=C(c1ccccc1Cl)N1CCSCC1
→ 1.4% | -1.3% | 5.5%
CCOC(=O)CC(NC(=O)Cn1nnc(-c2ccccc2)n1)c1ccc(OC)cc1 (configuration not stated)
→ 7.5% | -5.6% | -0.4%
O=C(NCCCN1CCOCC1)c1cc(C(=O)C2CC2)c[nH]1
→ 1.1% | -5.2% | 6.1%
O=C(NCc1ccc2[nH]c3c(c2c1)CCCC3)N1CCOCC1
→ 6.8% | x | -2.4%
C=CCc1cccc(CNc2ccc(S(=O)(=O)Nc3nccnc3OC)cc2)c1O
→ x | 1.7% | -8.2%
CC(=O)Nc1ccc(S(=O)(=O)N2CCSC2c2ccccc2Cl)cc1 (configuration not stated)
→ 5.8% | -24.7% | -6.8%
O=C(CCN1C(=O)[C@@H]2Cc3ccccc3CN2C1=O)NCCc1ccccc1
→ 1.4% | -4.8% | -0.4%
COC(=O)CSc1nc2c(c(-c3ccc(O)cc3)c1C#N)CCCC2
→ 5.4% | u | -7.2%
CCOc1ccccc1NC(=O)N1C2CCCC1CC(NC(=O)C1CC1)C2 (configuration not stated)
→ -2.6% | -3.8% | -0.7%
COc1ccc(NC(=O)c2cc3c(Cl)nc4ccccc4c3s2)c(OC)c1
→ -4.7% | u | -1.4%
CNC(=O)C1CCC(=O)N1Cc1ccc(C)cc1 (configuration not stated)
→ 3.3% | 0.2% | 1.2%
COC(C(=O)Nc1ccc(C(C)=O)cc1)c1ccccc1 (configuration not stated)
→ -1.1% | -5.8% | -0.8%
Cc1ccc2nc(-c3ccc(N4C(=N)SC5CS(=O)(=O)CC54)cc3)sc2c1 (configuration not stated)
→ -5.5% | u | 2.4%
CC(C)(C)OC(=O)N1CCC(c2c(C(=O)N3CCOCC3)cnn2-c2ccccc2Cl)CC1
→ 3.2% | 0.6% | x
O=C(O)Cc1csc(-c2ccc(Cl)cc2)n1
→ 4.7% | -17.6% | x
CCCOC(=O)c1ccc(N2C(=O)c3ccccc3C2=O)cc1
→ 5.5% | 7.7% | -18.7%
COc1cccc(N(CC(=O)NCCSCc2ccco2)S(=O)(=O)c2ccccc2)c1
→ x | u | -0.1%
O=C(c1ccc(N2C(=O)c3ccccc3C2=O)cc1)N1CCCCC1
→ x | 5.3% | 5.9%
COC(=O)CN1C(=O)[C@H]2[C@@H](c3ccc(C)o3)N3C(=O)CN(CC4CC4)C(=O)[C@@]3(Cc3ccccc3)[C@H]2C1=O
→ x | -20.0% | -2.7%
COc1ccc(Br)cc1/C=C/C(=O)NC(=S)Nc1ccc(Cl)c(C(=O)O)c1
→ 5.3% | -21.5% | 6.5%
COc1ccc(S(=O)(=O)N(C)C[C@H]2Oc3ccc(NC(=O)Cc4cn(C)c5ccccc45)cc3C(=O)N([C@@H](C)CO)C[C@@H]2C)cc1
→ 3.1% | 14.6µM* | x
CC(=O)Nc1ccc(NC(=O)COc2ccc(S(=O)(=O)N3CCCC3)cc2C)cc1
→ 4.3% | u | 0.4%
S=C(Nc1ccc(Cl)cc1)Nc1ccc2c(c1)OCCO2
→ 1.8% | -20.3% | -3.9%
COc1ccc(NC(=O)c2cccn2-c2nnc(N3CCCCC3)s2)c(OC)c1
→ 5.3% | u | x
Cc1cc2ncn(C(=O)N3CCOCC3)c2cc1C
→ 2.3% | 11.4% | 5.8%
O=c1c(-c2ccccc2)coc2c(CN3CCOCC3)c(O)ccc12
→ 2.3% | -9.8% | 5.8%
Cc1cc(-c2nnc(SCC(=O)NC3CCCC3)o2)no1
→ -6.6% | -1.7% | -11.7%
CC(=O)c1ccccc1OC(=O)COc1ccc([N+](=O)[O-])cc1
→ x | 6.1% | -12.7%
CN(C)CCCN1C(=O)C2CCc3[nH]c4ccccc4c3C2C1=O (configuration not stated)
→ -2.6% | -8.6% | 10.5%
O=C1COc2ccccc2CN1
→ 0.0% | -15.0% | 6.4%
Cc1ccccc1SCC(=O)NNC(=O)c1ccncc1
→ -2.2% | -12.7% | x
CO/N=C(/CS(=O)Cc1ccc(Cl)cc1)c1ccc(Cl)cc1 (configuration not stated)
→ -3.2% | -14.3% | 4.3%
Cc1cccc(C)c1NC1=C(Cl)C(=O)OC1OC(=O)c1ccccc1 (configuration not stated)
→ 4.6% | 3.2% | 9.3%
COc1cc(OC)c(NC(=O)c2nn(C)c3c2COc2ccccc2-3)cc1Cl
→ -2.9% | 16.0% | x
Cc1nnc(NC(=O)C2CC(=O)N(C(C)c3ccccc3)C2)s1 (configuration not stated)
→ 2.6% | 12.2% | -14.1%
CC1CCc2nc(NC(=O)CCSc3ccccc3)sc2C1 (configuration not stated)
→ 4.3% | -9.8% | 16.6%
Cc1cc(C)n2nc3nc(N4CCCC4)nc(-c4ccccc4)c3c2n1
→ 0.0% | u | -2.7%
O=C(O)/C(=C\c1cccc([N+](=O)[O-])c1)c1ccc(S(=O)(=O)N2CCCCC2)s1
→ -2.9% | 23.8% | 7.3%
CC(/C=C1\SC(=S)N(C(C(=O)O)C(C)C)C1=O)=C\c1ccccc1 (configuration not stated)
→ 6.1% | -20.6% | -5.8%
CCOCCCNC(=S)Nc1cc(OCC)c(NC(=O)c2ccco2)cc1OCC
→ 2.4% | -20.4% | 0.2%
CC(=O)c1ccc(NS(=O)(=O)c2ccc3c(c2)CCC(=O)N3)cc1
→ 0.5% | 2.7% | x
COc1cc(Cn2cnnn2)ccc1O
→ 0.0% | 2.7% | 6.7%
COc1ccc(NC(=O)CSc2ccc3nnc(-c4ccccn4)n3n2)cc1OC
→ 1.3% | 10.6% | -1.9%
CC1(C)CC(=O)C2=C(C1)c1c(ccc3ccccc13)NC2c1ccc(OCC(=O)O)cc1 (configuration not stated)
→ x | u | u
CCN(CC(=O)Nc1ccc(NC(C)=O)cc1)C(=O)c1cc(C)on1
→ x | 17.6% | 0.6%
Cc1ccc(S(=O)(=O)NCC(=O)OCCOc2ccccc2F)cc1
→ -2.7% | -11.4% | x

# (list continues)
# Second line of a record – TDP1 inh | DT40 TDP1 no CPT | N370S GC mod
CC1CCC2(CC1)NC(=O)N(CC(=O)NC(C)c1ccc(F)c(F)c1)C2=O (configuration not stated)
→ -3.0%[56.1 µM] | -23.8% | x
COc1ccc(-n2c(=O)c(CCc3ccccc3)nc3cnc(N4CCN(C)CC4)nc32)cc1
→ x | -24.8% | -11.0%
O=C(NCCCN1CCOCC1)c1cc2ccccc2o1
→ 6.8% | 0.7% | -0.2%
O=C(Nc1ccccc1)NC1CCN(Cc2nnnn2C2CCCCC2)CC1
→ 6.1% | u | 1.2%
CCCOc1ccc(CNC(=O)CCCN2C(=O)CSc3c2c(C)nn3-c2ccccc2)cc1
→ 4.5% | u | x
Cc1ccc(NC(=O)CN(C)S(=O)(=O)c2cccc3nsnc23)cc1C
→ 9.8% | -27.2% | -0.6%
O=C(Cn1cc(S(=O)(=O)c2ccc(F)cc2)c(=O)c2cc3c(cc21)OCO3)Nc1ccccc1
→ 1.3% | 8.6% | x
CCCCCn1c(=O)[nH]c2cc(C(=O)NCCCN3CCCCC3)ccc2c1=O
→ 7.7% | -25.4% | 5.6%
COc1cccc(Nc2nnc(Cc3cccnc3)c3ccccc23)c1
→ x | -0.2% | 0.9%
Cc1cc(N2C(=O)C(O)=C(C(=O)c3ccco3)C2c2cccnc2)no1 (configuration not stated)
→ 2.9% | x | 6.8%
O=S(=O)(c1ccccc1)N1CCC2(CC1)CN(c1ccncc1)C2
→ x | 9.2µM* | 28.5%
Cc1ccccc1CSc1nnc(-c2cccnc2)n1N
→ 4.8% | -16.3% | 5.0%
Cc1ccc(-c2cn(-c3ccccc3F)c(=S)[nH]2)cc1
→ x | u | -7.8%
O=C(Nc1ccc(Cl)c(Cl)c1)Nc1ccccn1
→ x | -12.7% | 26.2%
CS(=O)(=O)N(Cc1cccc(CN(C(C(=O)O)c2ccccc2)S(C)(=O)=O)c1)C(C(=O)O)c1ccccc1 (configuration not stated)
→ x | -0.9% | 1.5%
O=C1CCCC(O)=C1N=Nc1cccc(S(=O)(=O)N2CCOCC2)c1
→ -7.0% | 1.3% | -13.1%
O=C(NC(=S)Nc1ccccn1)c1cccc([N+](=O)[O-])c1
→ 2.4% | 18.4µM* | 4.2%
O=C(Nc1nc2ccc(S(=O)(=O)N3CCCC3)cc2s1)C1CCCO1 (configuration not stated)
→ 2.2% | -18.9% | -5.5%
Cc1cc2c(cc1S(=O)(=O)NCCc1ccc(Cl)cc1)OCC(=O)N2
→ x | -14.0% | -15.9%

# An excerpt; count on the stated rates, not on these rows.
